SR-BI uptake up: activators of SR-BI mediated HDL lipid uptake. CHO ldlA[mSR-BI] cells, DiI-HDL uptake fluorescence, 3 h; 100 = double the neutral-control signal. activation, % at 12.5 µM. 320,000 tested, 0.096% active. AID 504775;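 active = mean replicate activation of at least 60% and every replicate at or above 60%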;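 also: 0% = median plate neutral-control signal and 100% = twice that signal; values of inactives mirror those of a sister screen read the other way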
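material = CHO ldlA[mSR-BI] cells | medium = Ham's F12 with 0.5% BSA, HEPES 25 mM, pH 7.4 | reagent = fluorescent DiI-HDL, 10 µg/mL final | compound dosing = single-point compound dose | incubation = 3 h, 37 °C | measured by = bottom-read fluorescence, 550/595 nm | measure = HDL uptake via cellular fluorescence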
RTF Ca sens act: cardiac RTF calcium sensitization | IANBD-labeled TnC RTF fluorescence at EC20 calcium; 0% EC20 calcium, 100% full calcium | AID 493008 | 340,000 tested, 0.24% active | activation, % at 7.2 µM;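 active = activation above the mean over all tested compounds plus 3 SD, cut at about 30% in these data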;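 also: rise in fluorescence read as greater calcium sensitivity of cardiac thin filaments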
SR-BI DiI inh: blocks mouse SR-BI lipid uptake from DiI-HDL; Q61009; inhibition, % at 12.5 µM; ldlA[mSR-BI] CHO cells, DiI-HDL uptake fluorescence, 3 h; 320,000 tested, 0.96% active;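 active = mean replicate inhibition of at least 70% and a set share of replicates each scoring 70 or more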;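 also: 0% = median of neutral control wells and 100% = median of positive control wells; values of inactives mirror those of a sister screen read the other way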
dFosB activator: enhances mouse delta FosB homodimer DNA binding. P13346. activation, % at 25 µM. 340,000 tested, 0.99% active. AID 493131. purified delta FosB, TAMRA-CDK5 oligo fluorescence polarization; percent of positive-control signal above neutral wells;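 active = mean activation above about 17%, with every replicate also reaching it, limit read from the data, passing the limit was not always enough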;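 also: fluorescence polarization rise as delta FosB binds a TAMRA Cdk5 AP-1 oligo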
Target sequence (P13346 whole entry, looked up): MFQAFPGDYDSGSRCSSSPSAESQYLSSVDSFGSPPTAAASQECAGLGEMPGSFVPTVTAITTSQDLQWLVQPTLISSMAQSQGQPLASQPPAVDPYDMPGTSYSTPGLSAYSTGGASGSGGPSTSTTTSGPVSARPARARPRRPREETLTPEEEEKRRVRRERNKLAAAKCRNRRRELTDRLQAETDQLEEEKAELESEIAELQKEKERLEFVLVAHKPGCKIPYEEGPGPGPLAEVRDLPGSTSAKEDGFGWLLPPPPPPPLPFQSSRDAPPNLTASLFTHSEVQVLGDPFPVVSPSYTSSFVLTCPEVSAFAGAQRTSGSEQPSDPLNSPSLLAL
HTR5A ag ctr: counter-screen for OPRM1-OPRD1 agonists: human HTR5A agonism | HTR5A agonist assay, luminescence, cell-based | activation, % at 9.3 µM | 340,000 tested, 0.61% active | P47898 | AID 504692; in the data active = activation mostly above about 9.5%, no sharp cut-off; inactive = mostly below about 7.6%;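 also: 0% = cells with vehicle only and 100% = reference agonist; strong numbers were not always called active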
Target sequence (P47898 whole entry, looked up): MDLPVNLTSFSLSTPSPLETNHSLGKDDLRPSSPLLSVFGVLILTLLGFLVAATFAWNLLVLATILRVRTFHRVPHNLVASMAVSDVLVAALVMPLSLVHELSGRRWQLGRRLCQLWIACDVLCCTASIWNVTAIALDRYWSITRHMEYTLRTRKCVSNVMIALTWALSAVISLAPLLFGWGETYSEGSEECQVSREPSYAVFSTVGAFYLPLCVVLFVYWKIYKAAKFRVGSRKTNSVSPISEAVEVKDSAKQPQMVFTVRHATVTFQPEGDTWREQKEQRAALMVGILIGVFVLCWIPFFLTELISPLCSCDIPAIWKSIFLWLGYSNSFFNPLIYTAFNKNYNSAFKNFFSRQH
Rtt109 Vps75: C. albicans Rtt109 histone acetyltransferase inhibition | Q5AAJ8 | purified Rtt109/Vps75, ThioGlo CoA-SH fluorescence, 4 h | inhibition, % at 34.9 µM | 330,000 tested, 0.16% active | AID 540336;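 active = inhibition of at least 50% in every replicate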
Target sequence (Q5AAJ8 whole entry, looked up): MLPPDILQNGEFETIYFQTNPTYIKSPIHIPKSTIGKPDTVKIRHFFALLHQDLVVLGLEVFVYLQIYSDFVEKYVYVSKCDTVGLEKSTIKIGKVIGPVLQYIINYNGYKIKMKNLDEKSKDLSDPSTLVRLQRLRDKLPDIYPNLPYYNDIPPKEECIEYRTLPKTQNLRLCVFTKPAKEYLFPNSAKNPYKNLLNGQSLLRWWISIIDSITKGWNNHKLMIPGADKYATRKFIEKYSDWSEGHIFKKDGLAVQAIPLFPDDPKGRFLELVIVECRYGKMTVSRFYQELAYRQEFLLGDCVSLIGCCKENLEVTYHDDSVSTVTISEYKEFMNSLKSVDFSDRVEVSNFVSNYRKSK
PvdQ acylase: blocks Pseudomonas aeruginosa PvdQ acylase activity | purified PvdQ acylase, fluorescence plate reader | inhibition, % at 10 µM | AID 488965 | 340,000 tested, 0.063% active; in the data active = inhibition above about 30%, passing the limit was not always enough;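 also: 0% = vehicle neutral wells and 100% = reference inhibitor wells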
MITF TRPM1 HTS: increases MITF-driven TRPM1 promoter luciferase signal. SK-MEL-5 TRPM1-promoter luciferase, 24 h; % of positive control, neutral wells = 0. activation, % at 12.5 µM. 300,000 tested, 0.75% active. AID 588334;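 active = mean activation of at least 80% with every replicate also reaching 80%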;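 also: 0% = neutral control wells and 100% = parthenolide positive control wells; values of inactives mirror those of a sister screen read the other way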
Wnt act: activates Wnt/beta-catenin signaling in a reporter cell assay; activator, plate reader; activation, % at 9.35 µM; 300,000 tested, 1.2% active; in the data active = activation above about 30%, passing the limit was not always enough;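 also: 0% = neutral control wells and 100% = positive control wells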
CDK5 p35 inh: CDK5/p35 (human) kinase inhibition; Q00535+Q15078; 330,000 tested, 0.01% active; inhibition, % at 10 µM; AID 488839; Recombinant CDK5/p35, ADP-Glo luminescence, 60 min;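 active = highest replicate inhibition of at least 50% and at least 75% of replicates reaching 50%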;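 also: plate controls were DMSO neutral control for no effect and GW8510 at 10 µM for full effect; many of its hits are not listed in these tables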
Active calls of the source: *; nt = not tested or not shown.

SMILES	SR-BI uptake up	RTF Ca sens act	SR-BI DiI inh	dFosB activator	HTR5A ag ctr	Rtt109 Vps75	PvdQ acylase	MITF TRPM1 HTS	Wnt act	CDK5 p35 inh
CCC(C)(C)n1c(=O)[nH]c2c(c1=O)CCC2	24	-2	-24	2	-1	-2	-7	10	-4	-1.1
OC(COC(c1ccc(Cl)cc1)c1ccc(Cl)cc1)CN1CCN(c2ccccn2)CC1 (stereo not drawn)	-33	2	33	-3	6	28	-1	-46	-15	-1.3
Cc1ccc(S(=O)(=O)NCC(=O)N(CC2CCCO2)C(C(=O)NC2CCCCC2)C(C)C)cc1 (stereo not drawn)	-4	-4	4	-12	-7	-5	-8	-8	1	0.9
O=C(NNC(=O)c1ccccc1Br)c1ccncc1	12	8	-12	-6	1	-3	-14	nt	-2	-1.4
CCN(CC)CCNC(=O)NC(=O)c1ccc(Cl)cc1	1	-2	-1	0	-4	-9	-11	-1	-2	-7.9
COc1ccc(NC(=S)Nc2ccc(OC(F)F)cc2)cn1	14	9	-14	0	1	7	-4	0	1	-0.6
CC1=NN(C(=O)c2cc(C)nn2C)C(O)(C(F)(F)F)C1 (stereo not drawn)	-5	2	5	-1	-1	-2	-9	-5	nt	-0.5
CCCc1c(O)nc(SCCN(CCC)CCC)[nH]c1=O	21	0	-21	4	3	nt	6	nt	-1	-1.1
COc1cccc(N2CCN(S(=O)(=O)c3ccc4c(c3)N(C(C)=O)CCO4)CC2)c1	2	-45	-2	-3	1	0	4	-17	-2	1.3
CC(C)C(NC(=O)c1ccco1)C(=O)NCC(c1ccco1)N1CCCCC1 (stereo not drawn)	10	3	-10	-3	3	0	-13	nt	nt	-0.1
O=C1CN(C(=O)CSc2nc3ccccc3c(=O)n2Cc2ccc(F)cc2)c2ccccc2N1	15	2	-15	-3	2	nt	-10	-7	-4	0.1
COc1ccc(C(C(=O)NCC2CCCO2)N(Cc2ccco2)C(=O)c2snc(C(N)=O)c2N)cc1OC (stereo not drawn)	-2	-4	2	-13	3	-1	-15	-1	-2	-3.2
Cc1cc(C(C)(C)C)nc2[nH]n(-c3ccccc3)c(=O)c12	18	0	-18	0	-3	-2	-1	nt	nt	-0.3
COc1cc(/C=C/C(=O)c2ccc(C)cc2)ccc1OCC#N	-9	-4	9	-9	5	-9	-5	-31	-15	-1.8
Cc1cc(-c2csc(NC(=O)c3ccc(C#N)cc3)n2)c(C)n1Cc1ccccc1	-16	2	16	-12	3	1	5	-15	2	-1.0
Cc1cc([N+](=O)[O-])nn1CC(=O)NCCc1c[nH]c2ccccc12	7	3	-7	-4	6	9	9	12	-2	0.9
CCCCCCn1c(CN2CCN(C)CC2)nc2c1c(=O)n(C)c(=O)n2C	17	-1	-17	-5	-3	-6	5	nt	-6	2.3
CN(C)C(CNC(=O)c1cccs1)c1cccnc1 (stereo not drawn)	27	6	-27	1	2	-5	-19	nt	3	-5.3
COc1cc(NC(=O)C2CCN(S(=O)(=O)c3cnc[nH]3)CC2)cc(OC)c1OC	15	-1	-15	2	2	-5	-12	-5	9	-0.3
CC(=O)/C(=N/Nc1cccc(C)c1)N1CCOCC1	-8	0	8	-1	-4	nt	-18	nt	nt	0.0
CCCc1cc(=O)oc2cc(OCC(=O)N3CCc4ccccc43)ccc12	-12	6	12	4	2	0	-15	-13	nt	0.2
O=C(NCc1ccco1)c1nc(-c2ccccc2)n(-c2ccccc2)n1	6	-1	-6	-14	-5	7	-6	nt	-3	1.3
COC(=O)CNC(=O)CNC(=O)c1nn(-c2ccc(OC)c(OC)c2)c(=O)c2ccccc12	0	4	0	-9	-3	nt	-9	-2	2	0.0
CSc1nc2ncc3c(n2n1)CC(C)(C)CC3=O	-14	nt	14	4	nt	4	-12	9	-2	-0.6
CCCc1cc(=O)[nH]c(SCc2ccccc2)n1	8	-10	-8	-4	7	-5	1	-9	-2	1.0
Cc1nn(C)cc1/C=N/NC(=O)C1(O)c2ccccc2-c2ccccc21	14	5	-14	-2	-3	-5	2	-6	-2	-0.8
Oc1cccc(/C=N/N2CCN(C3c4ccccc4-c4ccccc43)CC2)c1	-33	4	33	-5	8	-3	-8	-1	2	-2.8
COc1ccc(C(CC(=O)O)NC(=O)c2ccco2)cc1OC (stereo not drawn)	24	-1	-24	-1	-1	0	-3	-2	-1	2.9
Cc1ccc(NC(=S)NNC(=S)NC2CCCCC2)cc1	-29	-5	29	-2	-4	3	4	4	3	0.2
Cc1ccc(CCNS(=O)(=O)c2ccc3c(c2)NC(=O)CCS3)cc1	12	-2	-12	-7	4	5	-16	6	0	-2.6
O=S(=O)(NCCCCNS(=O)(=O)c1ccc(F)cc1)c1ccc(F)cc1	10	1	-10	7	7	2	-1	nt	-1	-3.2
COc1ccc(CCNC(=O)C(=O)NCC2CCCN2S(=O)(=O)c2ccccc2)cc1 (stereo not drawn)	-15	1	15	-4	5	19	5	-1	1	0.9
CCN(CC(=O)NCc1cccs1)C(=O)c1cccc(S(=O)(=O)N(CC)c2ccccc2)c1	2	2	-2	-14	1	-2	10	nt	-1	-2.1
OCC1CCN(Cc2cn(Cc3ccccc3)nc2-c2cc3ccccc3o2)CC1	27	-3	-26	-12	3	-1	-14	6	-1	3.1
NS(=O)(=O)c1ccc(CNC(=O)/C=C/c2c(F)cccc2Cl)cc1	-3	2	3	-5	3	nt	-4	-6	0	-0.6
O=C(CN(Cc1ccc(F)cc1)S(=O)(=O)c1ccc(S(=O)(=O)N2CCOCC2)cc1)Nc1ccccc1	14	-3	-14	-4	4	-9	-22	15	-3	0.3
Cc1ccc(NC(=O)COC(=O)CN2C(=O)COc3ccccc32)cc1	-23	2	23	2	2	3	-15	-1	-7	-1.2
N#CC1=C(N)NC(=S)C(C(N)=O)C1c1ccc([N+](=O)[O-])cc1 (stereo not drawn)	18	-5	-18	-2	-4	2	-6	-10	-2	2.3
CNC(=S)N1CCC(NC(=O)C(Cc2ccc(F)cc2)NC(C)=O)CC1 (stereo not drawn)	11	-1	-11	-1	-2	9	4	0	-3	5.7
COc1ccccc1CN1CCC(n2nccc2NC(=O)CCCc2ccccc2)CC1	-29	1	29	-4	-1	11	-15	9	-2	-1.5
CCOC(=O)c1c(C)n(C)c2cc(-c3cccc(C(F)(F)F)c3)c(O)cc12	-21	-3	21	-6	9	-1	3	-3	-3	0.9
O=[N+]([O-])c1cccnc1N1CCCCC1	-7	1	7	7	5	5	-8	6	nt	-1.8
CCOC(=O)C1=C(COC(=O)/C=C/c2ccc(SC)cc2)NC(=O)NC1C (stereo not drawn)	-54	-8	54	7	6	-4	3	8	-2	-0.4
CCc1ccc(-c2nc(CCl)cs2)cc1	7	6	-7	2	3	-8	-9	24	8	-0.1
CCOC(=O)C1=CN(Cc2ccc(Br)cc2)S(=O)(=O)N(C)C1C (stereo not drawn)	-10	-4	10	-5	-1	5	10	-1	-3	5.7
COCC(C)n1c(C)cc(C(=O)COc2ccc(N(C)S(=O)(=O)c3ccc(NC(C)=O)cc3)cc2)c1C (stereo not drawn)	-64	-21	64	-9	-1	7	-18	-3	0	-1.1
CCOc1ccc(CCNC(=O)C2CC(=O)N(CCc3ccccc3)C2)cc1OCC (stereo not drawn)	-21	-1	21	-12	7	1	-5	-6	1	-2.8
CCOC(=O)c1c(C)[nH]c(C)c1C(=O)CSc1nc(N)cc(N)n1	0	-3	0	0	1	5	-27	1	0	-0.1
CCOc1ccc(C(=O)NCC(=O)NCC2CCCCC2)cc1OCC	8	1	-8	-16	1	1	-7	-6	-1	3.5
CCOc1cc2c(cc1OCC)C(c1ccc(C(=O)O)cc1)NCC2 (stereo not drawn)	-1	4	1	3	0	3	-9	0	-1	1.9
Next results follow.
SMILES	SR-BI uptake up	RTF Ca sens act	SR-BI DiI inh	dFosB activator	HTR5A ag ctr	Rtt109 Vps75	PvdQ acylase	MITF TRPM1 HTS	Wnt act	CDK5 p35 inh
COc1ccc(CCNC(=O)CSc2ccsc2[N+](=O)[O-])c(OC)c1	-30	-3	30	-4	-1	2	-10	3	-3	-1.3
O=C(CN1C(=O)c2ccccc2S1(=O)=O)c1ccc(Cl)cc1Cl	8	1	-8	-9	-1	7	6	-85	-11	0.1
COc1ccc(-c2noc(-c3ccccc3C(=O)Nc3cccc(OC)c3)n2)cc1	-54	-4	54	-7	-1	3	-9	13	0	-3.5
Cc1cccc(C)c1N1C(=O)[C@@H]2C(c3ccccc3Cl)=NO[C@@H]2C1=O	13	-5	-13	-3	-1	-10	-10	nt	-2	0.7
CC(C)Cn1c(N)c(C(=O)COC(=O)CN2C(=O)C3CC=CCC3C2=O)c(=O)n(C)c1=O (stereo not drawn)	-4	1	4	-11	1	nt	-14	-20	-2	-2.1
CCC1S/C(=N/N=C/c2cccs2)NC1=O (stereo not drawn)	0	-2	0	-5	2	1	8	3	nt	-1.4
Cc1cc(OCC(=O)NNC(=O)c2cccs2)ccc1Br	nt	-2	nt	4	-2	1	-13	-9	2	0.2
COc1ccc(/C=C(\C#N)C(=O)NCC2CCCO2)cc1OC (stereo not drawn)	21	9	-21	-3	1	-2	-1	nt	-3	0.8
O=C(c1ccc2c(c1)OCCO2)N1CCN(S(=O)(=O)c2c(F)cccc2F)CC1	21	7	-21	1	-3	6	-12	7	0	1.3
CCOc1ccc(-c2[nH]ncc2-c2ccc(OC)c(OC)c2)c(O)c1	-16	1	16	-7	1	-1	-10	-1	nt	3.3

Reformatted with values under each structure: entries from further up.
Screens in order – SR-BI uptake up	RTF Ca sens act	SR-BI DiI inh	dFosB activator	HTR5A ag ctr	Rtt109 Vps75	PvdQ acylase	MITF TRPM1 HTS	Wnt act	CDK5 p35 inh
- COc1ccc(-c2noc(-c3ccccc3C(=O)Nc3cccc(OC)c3)n2)cc1
 : -54	-4	54	-7	-1	3	-9	13	0	-3.5
- O=C(CN1C(=O)c2ccccc2S1(=O)=O)c1ccc(Cl)cc1Cl
 : 8	1	-8	-9	-1	7	6	-85	-11	0.1
- CCOc1ccc(-c2[nH]ncc2-c2ccc(OC)c(OC)c2)c(O)c1
 : -16	1	16	-7	1	-1	-10	-1	nt	3.3
- Cc1cc(OCC(=O)NNC(=O)c2cccs2)ccc1Br
 : nt	-2	nt	4	-2	1	-13	-9	2	0.2

(next part)
SMILES	SR-BI uptake up	RTF Ca sens act	SR-BI DiI inh	dFosB activator	HTR5A ag ctr	Rtt109 Vps75	PvdQ acylase	MITF TRPM1 HTS	Wnt act	CDK5 p35 inh
COc1ccc(S(=O)(=O)N2CCCC(C(=O)N3CCCC3)C2)cc1OC (stereo not drawn)	-4	-9	4	-6	-1	-14	14	6	0	1.0
CC1CN(C(C)C)C(=S)N(c2ccccc2)C1=O (stereo not drawn)	20	3	-20	6	5	-3	-11	0	1	0.0
CCOC(=O)C(Cc1c(F)cccc1F)(NC(C)=O)C(=O)OCC	12	1	-12	-8	0	4	-13	-12	-2	-9.3
COC(=O)c1c(-c2ccc(S(C)(=O)=O)cc2)sc2ccc(OC)cc12	-36	-1	36	-8	-3	5	8	107*	47*	1.1
O=C(O)C1C2C=CC(C2)C1C(=O)NCc1ccc(Cl)cc1Cl (stereo not drawn)	13	-3	-13	0	-2	4	-10	2	-1	0.8
FC(F)(F)c1ccc(Oc2ccc(Cl)cc2Br)nc1	24	4	-24	-6	4	3	-10	-12	-1	-1.0
Cc1cc(C)cc(N/C(N)=N/c2nc(C)cc(C)n2)c1	-13	-1	13	0	4	-7	-10	-2	-3	-0.7
